UGM FP inh: M. tuberculosis UGM enzyme inhibitors, primary screen, biochemical, fluorescence polarization, single point; AID 504406, 2011; purified UGM, fluorescence polarization probe displacement; 320,000 compounds, 0.06% hits; inhibition, % at 10 µM; UDP-galactopyranose mutase (Mycobacterium tuberculosis (strain ATCC 25618 / H37Rv)), …; in the data active means inhibition above about 10%, passing the limit was not always enough
Target sequence (P9WIQ1 whole entry, looked up): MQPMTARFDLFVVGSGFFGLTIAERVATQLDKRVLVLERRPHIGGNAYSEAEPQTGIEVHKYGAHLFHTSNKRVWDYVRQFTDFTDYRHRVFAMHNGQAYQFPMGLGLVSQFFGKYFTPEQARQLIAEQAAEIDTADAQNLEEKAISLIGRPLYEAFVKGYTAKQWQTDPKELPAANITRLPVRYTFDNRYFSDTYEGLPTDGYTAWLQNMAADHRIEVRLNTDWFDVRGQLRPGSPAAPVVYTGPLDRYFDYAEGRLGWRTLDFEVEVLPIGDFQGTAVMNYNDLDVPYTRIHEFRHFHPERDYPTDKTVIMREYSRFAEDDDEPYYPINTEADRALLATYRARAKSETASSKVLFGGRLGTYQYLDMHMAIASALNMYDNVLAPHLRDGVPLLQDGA
SSB-PriA inh: inhibitors of Klebsiella pneumoniae PriA binding to SSB C-terminal tail, primary screen, biochemical, AlphaScreen. AlphaScreen SSBct-PriA binding, biotinylated peptide. PriA–SSB C-terminal tail interaction (Klebsiella pneumoniae). 430,000 compounds, 0.6% hits. inhibition, % at 33 µM; in the data active means inhibition mostly above about 37%, no sharp cut-off; inactive means mostly below about 20%;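 further: plate controls were negative control peptide for no effect and reference peptide for full effect; strong numbers were not always called active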
VHR inh abs: VHR1 phosphatase inhibitors, primary screen, biochemical, absorbance, uHTS. Dual specificity protein phosphatase 3 (Homo sapiens), P51452. recombinant VHR phosphatase, pNPP absorbance. inhibition, % at 13.3 µM. 290,000 compounds, 0.52% hits; in the data active means inhibition above about 50%; further: some compounds called inactive have numbers as strong as hits
Target sequence (P51452 whole entry, looked up): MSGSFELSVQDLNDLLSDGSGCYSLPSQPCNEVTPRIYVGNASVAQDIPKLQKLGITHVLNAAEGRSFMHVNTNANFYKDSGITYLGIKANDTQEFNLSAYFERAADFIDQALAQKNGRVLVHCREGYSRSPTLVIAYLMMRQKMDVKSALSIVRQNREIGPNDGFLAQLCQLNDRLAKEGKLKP
GDH-TPI counter: GDH-TPI coupling enzyme inhibitors, primary screen, artefact control for M. tuberculosis FBA inhibitor project, biochemical, absorbance, full deck. GDH-TPI coupled enzyme counterscreen, NADH absorbance. inhibition, % at 4.8 µM. 360,000 compounds, 1.2% hits. AID 588335, 2011; in the data active means inhibition above about 30%;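 further: 0% = DMSO wells and 100% = wells lacking the enzyme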
Vc quorum ag: inducers of Vibrio cholerae quorum light production without autoinducers, primary screen, BH1578 luxS cqsA deficient, single point. AID 588436, 2011. V. cholerae BH1578 lux reporter, luminescence, 6 h. 350,000 compounds, 0.16% hits. activation, % at 18.7 µM; in the data active means activation mostly above about 9.7%, no sharp cut-off; further: not every result past the cut was called active; inactives centre near 0; reference of the scale not given here
FBA Mtb inh: Mtb FBA enzyme inhibitors, primary screen, biochemical, fluorescence, strain H37Rv; Fructose-bisphosphate aldolase (Mycobacterium tuberculosis (strain ATCC 25618 / H37Rv)), …; AID 588726, 2011; purified M. tuberculosis FBA, fluorescence read-out; 360,000 compounds, 2.3% hits; inhibition, % at 1 µM; in the data active means inhibition above about 27%;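 further: 0% = vehicle and 100% = reference inhibitor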
Target sequence (P9WQA3 whole entry, looked up): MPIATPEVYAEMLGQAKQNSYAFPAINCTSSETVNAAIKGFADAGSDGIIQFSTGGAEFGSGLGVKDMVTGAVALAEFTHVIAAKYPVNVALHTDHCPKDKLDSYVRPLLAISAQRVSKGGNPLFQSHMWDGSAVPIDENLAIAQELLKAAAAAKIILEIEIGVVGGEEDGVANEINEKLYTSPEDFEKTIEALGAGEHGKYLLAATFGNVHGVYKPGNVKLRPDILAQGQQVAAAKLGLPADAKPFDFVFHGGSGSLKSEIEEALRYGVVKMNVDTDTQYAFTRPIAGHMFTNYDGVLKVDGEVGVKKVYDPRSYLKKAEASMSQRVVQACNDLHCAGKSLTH
MazEF act: activators of E. coli MazEF toxin-antitoxin RNase, primary screen, biochemical, fluorescence, uHTS; Endoribonuclease toxin MazF (Escherichia coli (strain K12)), P0AE70; FAM/BHQ RNA-DNA oligo cleavage fluorescence, 5 h; activation, % at 20 µM; 350,000 compounds, 0.32% hits; in the data active means activation above about 50%
Target sequence (P0AE70 whole entry, looked up): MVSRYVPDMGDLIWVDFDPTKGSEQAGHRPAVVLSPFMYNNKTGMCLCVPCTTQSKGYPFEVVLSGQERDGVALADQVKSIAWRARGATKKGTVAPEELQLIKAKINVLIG
Mtb BioA inh: M. tuberculosis BioA enzyme inhibitors, primary screen, biochemical, plate reader, single point, HTS | purified M. tuberculosis BioA enzyme | AID 602481, 2012 | 7,8-diaminopelargonic acid synthase BioA (Mycobacterium tuberculosis) | inhibition, % at 9.99 µM | 360,000 compounds, 0.096% hits; in the data active means inhibition above about 40%
SARS 3CLpro inh: SARS-CoV 3CLpro protease inhibitors, primary screen, biochemical, quenched FRET; Replicase polyprotein 1ab (Severe acute respiratory syndrome coronavirus), P0C6X7; recombinant SARS-CoV 3CLpro, quenched FRET peptide cleavage; inhibition, % at 6 µM; 290,000 compounds, 0.14% hits; AID 1706, 2009; in the data active means inhibition above about 12%
Rv3671c inh: Rv3671c serine protease inhibitors, primary screen, biochemical, fluorescence polarization, M. tuberculosis H37Rv. P9WHR9. inhibition, % at 5.96 µM. 320,000 compounds, 0.048% hits; in the data active means inhibition above about 38%;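 further: extracellular domain of Rv3671c used as enzyme; 0% = enzyme with DMSO and 100% = no enzyme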
* marks the source's active call; other numbers are inactive results; i = inactive; x = no result given. Not all compounds are listed. The share of hits here may be higher or lower than overall.

SMILES	UGM FP inh	SSB-PriA inh	VHR inh abs	GDH-TPI counter	Vc quorum ag	FBA Mtb inh	MazEF act	Mtb BioA inh	SARS 3CLpro inh	Rv3671c inh
Cc1ccccc1S(=O)Cc1ccc(C(=O)NCCCN2CCCCC2)o1 (centres undefined)	-1.0	-3	23	0	i	-1	2	0.9	-7	4
CCOC(=O)c1nc(S(C)(=O)=O)ncc1Cl	-0.4	-3	26	4	-1.5	-4	3	-1.1	-1	-6
CCOC(=O)NC1(C(F)(F)F)C(=O)N(Cc2ccccn2)C2=C1C(=O)CC(C)(C)C2 (centres undefined)	2.3	-6	9	16	-6.0	-1	-9	0.2	-5	6
O=C(c1cccs1)N1CCC(c2nc3c(nnn3Cc3ccccc3)c(=O)[nH]2)CC1	-0.1	-10	36	-5	-0.4	0	5	21	-3	-1
Cc1[nH]ccc(=O)c1OCc1ccccc1	-1.9	-9	-9	-5	-0.3	3	2	0.5	0	1
O=C(O)CC1(CC(=O)N2CCC(C(=O)O)CC2)CCCC1	-0.4	-13	x	2	-1.1	1	11	x	-3	-3
CCC(=O)Nc1nnc(SCC(=O)Nc2ccc3c(c2)OCCO3)s1	3.0	-6	-13	15	i	0	4	-4.9	-5	-9
Cc1cc(C)nc(NN=CC2=C(N3CCOCC3)/C(=C/c3ccc(Cl)cc3)CC2)n1	x	-2	x	16	x	2	-2	x	x	x
O=C(Cn1cc(C(F)(F)F)cc(Cl)c1=O)NCc1ccc(Cl)cc1	3.4	5	7	-7	-0.2	1	-10	-0.5	-3	-4
COc1ccc(OC)c(C(C)NC(=O)C23CC4CC(CC(C4)C2)C3)c1 (centres undefined)	-0.9	8	10	9	-2.3	-1	-12	0.8	-3	2
Cc1ccc(NC(=S)NCCC(c2ccccc2)c2ccccc2)c(C)c1	1.5	14	3	0	-6.2	0	1	-0.7	2	-20
CC(=O)Nc1ccc(/C=N\NC(=O)CNS(=O)(=O)c2ccc([N+](=O)[O-])cc2)cc1	-1.8	x	-8	5	i	-1	0	0.4	0	-2
CCOC(=O)c1ccc(NC(=O)c2ccco2)cc1	4.0	-13	12	6	-0.8	-1	-1	-0.4	1	2
CN1CC(=O)Nc2ccccc2C1=O	0.8	-2	-5	-11	i	-5	-5	x	4	-9
O=C(COC(=O)c1ccc([N+](=O)[O-])o1)Nc1cccc2ccccc12	-3.2	-7	10	4	i	-1	-4	x	-1	-2

Compound profiles (already shown). Order of screens: UGM FP inh | SSB-PriA inh | VHR inh abs | GDH-TPI counter | Vc quorum ag | FBA Mtb inh | MazEF act | Mtb BioA inh | SARS 3CLpro inh | Rv3671c inh
Profile of CCOC(=O)c1nc(S(C)(=O)=O)ncc1Cl → -0.4 | -3 | 26 | 4 | -1.5 | -4 | 3 | -1.1 | -1 | -6
Profile of Cc1[nH]ccc(=O)c1OCc1ccccc1 → -1.9 | -9 | -9 | -5 | -0.3 | 3 | 2 | 0.5 | 0 | 1

The listing picks up, starting 3 compounds before the break.
SMILES	UGM FP inh	SSB-PriA inh	VHR inh abs	GDH-TPI counter	Vc quorum ag	FBA Mtb inh	MazEF act	Mtb BioA inh	SARS 3CLpro inh	Rv3671c inh
CCOC(=O)c1ccc(NC(=O)c2ccco2)cc1	4.0	-13	12	6	-0.8	-1	-1	-0.4	1	2
CN1CC(=O)Nc2ccccc2C1=O	0.8	-2	-5	-11	i	-5	-5	x	4	-9
O=C(COC(=O)c1ccc([N+](=O)[O-])o1)Nc1cccc2ccccc12	-3.2	-7	10	4	i	-1	-4	x	-1	-2
CC(C)NC(=O)C(=O)Nc1ccc2c(c1)N(S(=O)(=O)c1cccs1)CCC2	2.2	7	x	6	-0.8	3	-17	-9.7	x	1
CN(C)CCCN(Cc1ccccc1)C(=S)Nc1ccc(OC(F)F)cc1	2.3	-16	-4	7	-0.6	142*	10	0.4	2	-2
CCN1C(=O)/C(=C\N(C(C)=O)c2ccccc2)OC1=S	1.1	-2	-22	63*	-1.2	-2	0	-0.6	-4	3
COc1ccc(C2C(C#N)=C(N)Oc3c2sc2nc(C)cc(C)c32)cc1 (centres undefined)	-2.0	9	-8	-2	-0.6	7	9	x	-1	5
C=CCNC(=S)N/N=C/c1ccc(N(CC)Cc2ccccc2)cc1	2.1	x	-6	22	-1.8	19	-2	2.9	0	1
Cc1cc(S(=O)(=O)N2CCC3(CC2)OCCN3S(=O)(=O)c2cccs2)ccc1F	-0.4	2	x	3	-0.7	0	-4	-0.6	x	4
CC(C)[C@H](NC(=O)c1ccccc1Br)C(=O)OCc1nc2ccsc2c(=O)[nH]1	-1.1	-1	x	6	-1.8	2	10	-1.5	x	5
COc1ccc(C(NC(C)=O)c2cc(Cl)c3cccnc3c2O)cc1 (centres undefined)	-0.8	43	4	5	0.2	3	10	-5.0	-4	11
Cc1ccc(C=C2SC(=S)N(CCCC(=O)Nc3cccc(C(=O)O)c3)C2=O)cc1	x	x	x	7	i	-4	x	0.6	x	x
CC1CN(CC(O)COC(c2ccc(Cl)cc2)c2ccc(Cl)cc2)CC(C)O1 (centres undefined)	4.0	-17	8	1	3.4	-2	-6	x	2	-3
CC(C)N(C(=O)c1ccc(-c2ccccc2F)cc1)C(C)C	2.2	-15	6	-2	i	0	3	3.0	2	-8
COC(=O)Cc1c(C)nc2nc[nH]n2c1=O	-2.1	-24	17	5	-0.3	1	-1	0.5	8	2
O=C(NCc1ccc2c(c1)OCO2)c1nnc(Cc2ccc(F)cc2)o1	-2.3	-30	4	-17	-0.2	2	-1	0.1	-1	-3
CCn1c(-c2ccc(-c3ccccc3)cc2)c[nH]c1=S	-0.1	19	-2	7	-5.3	7	4	-1.4	4	-4
COc1ccc(CNC(=O)COC(=O)c2cc(-c3ccc(Cl)s3)nc3ccccc23)cc1	1.4	-18	20	16	-3.1	10	-21	-1.2	-3	-2
CCN(CC)C(=O)CSc1nc2ncc(Br)cc2[nH]1	-0.1	-13	12	5	i	-1	-1	2.5	2	2
CN1CCNC(=O)C1CC(=O)NCCc1ccccc1F (centres undefined)	2.0	1	38	-6	0.4	0	9	-0.5	1	2
Cc1c(NC(=O)C(C)OC(=O)C(NC(=O)c2ccco2)C(C)C)c(=O)n(-c2ccccc2)n1C (centres undefined)	-3.3	-16	9	-1	1.0	1	7	-0.7	-1	5
CCOc1ccc(N2CC(C(=O)OC)CC2=O)cc1 (centres undefined)	5.1	-13	9	-1	i	-1	0	-1.6	-4	1
O=C1C(=O)N(c2nccs2)C(c2ccccc2F)/C1=C(\O)c1ccc2c(c1)OCCO2 (centres undefined)	0.8	x	8	25	-0.2	2	17	-0.3	3	-5
O=C(COC(=O)c1ccc(Br)cc1)Nc1cccnc1Cl	0.8	8	x	-1	2.1	-2	13	-0.4	x	-6
Cc1cc(NC(=O)Nc2cccs2)no1	-0.1	-11	2	1	-0.7	1	-1	1.4	-5	2
CCOC(=O)/C(C#N)=C\c1ccc(OCC(=O)Nc2ccc(C)cc2C)c(OC)c1	-2.6	-10	19	8	i	3	-2	-1.7	-1	2
COc1ccc(NC(=O)CC2C(=O)N(C)C(=S)N2Cc2ccc3c(c2)OCO3)cc1 (centres undefined)	-2.3	-4	0	5	-0.2	80*	0	x	2	0
NS(=O)(=O)c1ccc(-c2ccc(C=C3C(=O)c4ccccc4C3=O)o2)cc1	-0.8	-13	13	16	-0.3	1	-10	-3.1	0	2
NC(=O)C1CCN(C(=O)c2ccc3nc(N4CCCCC4)sc3c2)CC1	1.3	-9	1	7	-2.2	1	1	x	-2	5
COc1cc(/C=C/C(=O)Nc2cc(S(=O)(=O)N3CCOCC3)ccc2N2CCCC2)cc(OC)c1OC	3.0	2	7	9	i	-1	1	0.4	2	-12
O=C(NC1CCN(S(=O)(=O)c2ccc(Cl)c(F)c2)CC1)c1cccnc1	3.4	-7	2	7	i	1	4	5.3	6	5
C=CCn1c(=NC(=O)c2cc(Cl)sc2Cl)sc2cc(S(N)(=O)=O)ccc21	-1.5	1	-6	21	-0.3	1	0	-4.8	-3	-32
CCOc1ccc(C(=O)OCc2nnc(-c3cccs3)o2)cc1OC	-2.0	-13	7	11	-0.2	1	-2	7.4	-6	0
CCN(CC)S(=O)(=O)c1ccc(N2CCOCC2)c(NC(=O)CN2C(=O)NC(C)(c3ccccc3)C2=O)c1 (centres undefined)	1.4	5	x	10	-0.4	-1	-2	-0.3	x	-5
COc1cc(OC)cc(C(=O)N[C@H](C(=O)Nc2c(C)n(C)n(-c3ccccc3)c2=O)C(C)C)c1	0.0	-11	x	-5	0.6	0	0	-0.9	x	-2
CCN(CC)CCCNc1nc(-n2nc(C)cc2C)nc2sc3c(c12)CC(C)(C)OC3	0.4	-2	1	-2	i	7	11	x	1	10
COc1cccc(OC)c1C(=O)O/N=C(\N)c1ccncc1	-3.3	i	4	-5	-0.4	4	0	x	2	2
Cn1cc(-c2nnnn2-c2ccc(Cl)cc2)c(C(F)(F)F)n1	0.7	-15	-14	3	i	0	1	1.6	3	-2
COc1ccc(OC)c(NC(=O)C(CC(=O)O)Cc2ccc(Cl)cc2)c1 (centres undefined)	1.8	-12	7	13	i	0	-2	0.1	3	6
CSc1ccccc1OCc1cc(C(=O)NCc2cnc(C)cn2)no1	2.5	3	16	2	-1.2	-1	-3	0.4	3	-3
CCOC(=O)c1ncn2c1[C@@H]1CCNC1C(=O)c1cc(OC)ccc1-2 (some centres undefined)	0.7	-13	x	-5	2.8	2	3	0.8	x	3
Cc1cccc(N2C(=O)CSC23CCCCC3)c1	3.0	-2	12	-3	-0.2	8	3	x	-1	-9
Cc1ccc(S(=O)(=O)N2CCOC2CNC(=O)C(=O)NCC(C)C)cc1 (centres undefined)	0.5	-2	33	1	0.6	1	4	-1.2	-6	-14
O=C(COC(=O)/C=C/c1cccc([N+](=O)[O-])c1)Nc1ccc(Cl)cn1	1.0	9	x	7	i	5	5	0.2	x	-3
Cc1cccc(-c2nc3c(c(=O)c4ccccc4n3C)c(=O)n2-c2ccccc2)c1	6.4	-10	11	5	-0.5	1	5	x	3	5
COc1ccc(C(=O)CSc2nnc(-c3cccnc3)n2Cc2ccco2)cc1	-0.4	-11	32	6	-0.6	3	0	4.9	2	-2
COc1ccc(CC(=O)OC(C)C(=O)NCc2ccc3c(c2)OCO3)cc1OC (centres undefined)	3.1	-8	x	-4	5.9	2	5	0.2	x	7
Cc1cccnc1NC(=O)c1cc2ccccc2oc1=O	0.8	-2	5	-2	-2.3	3	7	-0.6	5	-1
COC(=O)c1c(C)[nH]c(C(=O)NCc2ccco2)c1C	0.5	5	13	-3	-3.3	0	4	0.5	4	-8
O=C(CN1C(=O)NC(Cc2c[nH]c3ccccc23)C1=O)NCC(F)(F)F (centres undefined)	-0.2	-9	x	-5	i	1	1	0.1	4	0
CCOC(=O)c1nc(NCc2ccccc2C)c2ccccc2n1	-2.0	2	7	8	-0.4	-1	3	x	9	-8
Cc1ccc(N(CC(=O)NCc2ccco2)S(=O)(=O)c2ccccc2)cc1	-1.0	-2	-17	0	-1.5	0	1	0.6	3	2
c1csc(-c2noc(CN3CCOCC3)n2)c1	-0.9	8	-24	0	0.6	1	4	x	-3	1
